Abeta rescue: compounds reversing amyloid beta toxicity in yeast; yeast expressing A-beta42, growth rescue, OD600, 48 h; response scale: 0% DMSO, 100% iron-clioquinol control; 410,000 compounds, 0.063% hits; Potency, µM (series often up to 46.1 µM), for inactives: at the top dose growth rescue, hits mostly activators; AID 1347071; note: potency is the fitted concentration of half-maximal effect; nearly all actives have a fitted effect of over 55% in size
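Yeast growth medium received pinned compounds, then yeast cells expressing toxic A-beta were added; plates incubated at 30 C for 48 hr. Growth read as absorbance at 600 nm, normalized to DMSO and equimolar FeCl3 plus clioquinol controls.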
A549 viability: kills or reduces viability of A549 cells in Nrf2 counter-screen; A549 ARE-Fluc cells, CellTiter-Fluor viability, 18-24 h; Potency, µM (top dose mostly 46 µM), inactives show top-dose activity change, negative = cytotoxicity, hits mostly inhibitors; 390,000 compounds, 0.16% hits; AID 504648; note: potency is the fitted concentration of half-maximal effect; % is set by controls: 0 for no effect and ±100 for the full control effect
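A549 ARE-Fluc cells in 5% FBS OPTI-MEM, 5000 cells/well, rested 2 h then exposed to compounds in concentration-response for 18-24 h at 37 °C. Viability by CellTiter-Fluor fluorescence (Ex 405/Em 525) after 30 min; luciferase luminescence (BugLite, 15 min, RT) read afterwards.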
Nrf2 activator: Nrf2 pathway activation. AREc32 ARE-luciferase reporter (MCF7-derived line), luminescence, 24 h. Potency, µM (top dose mostly 46.1 µM), for inactives: at the highest dose activation, actives largely listed as activators. 410,000 compounds, 0.31% hits. AID 624171; note: potency is the fitted concentration of half-maximal effect; % of control where 0% means no effect; nearly all actives have a fitted effect of over 65% in size
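Cells of the AREc32 ARE-luciferase line are plated in OPTI-MEM containing 5% FBS and left overnight at 37 deg C. Compounds are pinned in, incubation continues 24 hr, and firefly luciferase signal is then measured.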
pAkt inh: blocks phosphorylation of Akt. 360,000 compounds, 0.32% hits. Neuro2A IGF-stimulated pAkt S473 HTRF, 20 min; stronger effect = lower value. activity change, % for hits at 50 µM; in the data active = activity change below about -80%; inconclusive = mostly about -51% to -80%; note: % is set by controls: 0 for no effect and ±100 for the full control effect
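Single-point screen (50 µM final compound) in Neuro2A cells stimulated 20 min with 6 nM IGF at 37 deg C. After lysis, Ser473-phosphorylated Akt read by HTRF (ex 330 nm, em 615/665 nm) as the 665/615 ratio.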
TGFb inhibitor: blocks TGF-b signaling | HepG2 CAGA-GFP TGF-b/SMAD3 reporter, GFP fluorescence, 18 h; TGF-beta stimulated, 500 pg/mL final | Potency, µM (highest dose often 46.1 µM), for inactives: at the top dose activity, negative = inhibition, most hits filed as inhibitors | 410,000 compounds, 1.2% hits | AID 588855; note: potency is the fitted concentration of half-maximal effect; % is set by controls: 0 for no effect and ±100 for the full control effect; nearly all actives have a fitted effect of over 65% in size
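Read-out: total well GFP (ex488/em500-530) summed from mean per-cell fluorescence. Cells: HEPG2 CAGA-GFP, 1% FBS DMEM, 18 h at 37 degrees C with 500 pg/mL final TGF-beta. Unstimulated wells served as the full-inhibition control; stimulated DMSO wells = 0%.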
Nrf2 inh: Nrf2 pathway inhibition; Potency, µM (highest dose often 46 µM), inactives show top-dose activity change, negative = inhibition, hits mostly inhibitors; 360,000 compounds, 2.1% hits; A549 ARE-Fluc reporter, luciferase luminescence, 18-24 h; AID 504444; note: potency is the fitted concentration of half-maximal effect; % is set by controls: 0 for no effect and ±100 for the full control effect; nearly all actives have a fitted effect of over 60% in size
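Nrf2 function is reported as luminescence of an ARE-controlled luciferase in A549 cells. Compounds were tested at several concentrations, and a CellTiter-Fluor read on the same wells flagged cytotoxicity.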
HepG2 viability: kills HepG2 cells in TGF-b inhibitor counter-screen; HepG2 CAGA-GFP viability, ATP luminescence, 18 h; Potency, µM (top dose mostly 46.1 µM), for inactives: at the top dose activity change, negative = cytotoxicity, usual class: cytotoxic; 410,000 compounds, 0.76% hits; AID 588856; note: potency is the fitted concentration of half-maximal effect; some results filed as inactive show a strong effect at the top dose
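HepG2 CAGA-GFP cells (1000/well, DMEM with 1% FBS) received compound, then TGF-beta at 500 pg/mL final, and were incubated 18 hours at 37 degrees C. Viability was read by CellTiter-Glo luminescence. Media-only wells were set as complete cell-killing and DMSO as no toxicity.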
CCT modulator: changes cytosolic chaperonin activity; purified chaperonin ATPase assay, HTRF ADP detection, 30 min; activity change, % (test concentration not listed), hits read low; 360,000 compounds, 0.3% hits; in the data active = activity change below about -30%; note: % is set by controls: 0 for no effect and ±100 for the full control effect
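TRiC (40 or 20 nM final, by batch activity) in 30 mM Tris pH 7.4, 100 mM KCl, 5 mM MgCl2, 1 mM DTT was treated with compound at 76 uM single dose, then 10 uM ATP, 30 min at 37 °C. ADP was read by HTRF Transcreener.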
Mm-Cpn inhibitor: inhibitors of Methanococcus maripaludis chaperonin (MmCpn). purified Mm-Cpn ATPase, ADP Transcreener TR-FRET. Potency, µM (doses to about 76.9 µM), without a hit: at the top dose activity, negative = inhibition, most hits filed as inhibitors. 330,000 compounds, 0.031% hits; note: potency is the fitted concentration of half-maximal effect; % is set by controls: 0 for no effect and ±100 for the full control effect; nearly all actives have a fitted effect of over 80% in size
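Purified archaeal chaperonin (25 nM final) was preincubated with compound for 10 min at 37°C, then ATP (10 uM final) was added for 30 min at 37°C in Tris pH 7.4/KCl/MgCl2/DTT buffer. ADP was quantified by HTRF Transcreener TR-FRET.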
* hit, by the source's call; i = inactive; ? = inconclusive; . = no result given; & = joins results of further samples; [ ] = dose if it differs, or a comment. Unless noted, calls come from the whole dose curve; as a rule, active = well fitted curve in the direction sought with a large enough effect; inconclusive = small, poorly fitted or top-dose-only effect, or another doubt; inactive = no such curve, though single readings can be large; an effect the other way counts as inactive or inconclusive. No enrichment for hits; about 4.3% have a hit in one of these screens.

SMILES	Abeta rescue	A549 viability	Nrf2 activator	pAkt inh	TGFb inhibitor	Nrf2 inh	HepG2 viability	CCT modulator	Mm-Cpn inhibitor
C[C@H](CO)N1C[C@H](C)[C@@H](CN(C)S(=O)(=O)c2ccc(F)cc2)Oc2c(NS(=O)(=O)c3ccc(F)cc3)cccc2C1=O	-4%	-2%	0.0%	i	-18%	-17%	-33%	0.6	0%
O=C(/C=C/c1ccc(Cl)cc1Cl)N1CCN(c2ccccc2[N+](=O)[O-])CC1	11%	-13%	0.2%	i	-1%	?	8%	-4.2	1%
CCOC(=O)c1c(C)[nH]c(C)c1C(=O)COC(=O)c1cccnc1OCC	12%	7%	0.5%	i	8%	8%	4%	1.0	0%
Cc1cccc(NC(=S)NC2CC3CCC(C2)N3Cc2ccco2)c1 (stereo not given)	18%	-5%	-0.1%	i	8%	-13%	-11%	-2.0	1%
COc1ccc(-n2c(SCC(=O)NCC3CCCO3)nc3c([nH]c4ccccc43)c2=O)cc1OC (stereo not given)	10%	-3%	0.0%	i	2%	-33%	-33%	0.6	-1%
COc1ccccc1N1CCN(Cc2nc(N)nc(Nc3ccc(C)c(Cl)c3)n2)CC1	3%	-13%	4.0%	i	?	?	-45%	-34*	-4%
CCCc1cc(=O)[nH]c(SCC(=O)Nc2sc(C(N)=O)c(C)c2C(=O)OCCOC)n1	-2%	-3%	-1.4%	i	-16%	5.2µM*	-61%	1.9	-2%
CCN(CC)S(=O)(=O)c1ccc2c(c1)N(CC(=O)NCC(C)c1ccccc1)C(=O)CO2 (stereo not given)	-10%	-6%	3.7%	.	.	17%	2%	.	.
COc1cc(CNC(=O)c2cnc(C)cn2)cc(OC)c1	18%	8%	-0.1%	i	13%	-4%	-18%	-2.3	-4%
O=C(NCc1ccccc1)c1nccnc1CO	-13%	-2%	-0.5%	i	5%	1%	0%	-2.7	2%
COC(=O)c1ccc2nc(-c3ccc(F)cc3)c(Cc3cccc(F)c3)n2c1	-8%	.	8.7%	i	.	.	.	0.1	.
Cc1cc(C)n2nc(SCC(=O)Nc3c(C)n(C)n(-c4ccccc4)c3=O)nc2n1	7%	13%	0.3%	i	-24%	.	8%	-1.2	0%
C[C@H]1CN([C@@H](C)CO)S(=O)(=O)c2ccc(-c3ccncc3)cc2O[C@H]1CN(C)C(=O)c1cccc(F)c1	9%	.	-0.3%	i	0%	.	3%	1.8	.
CCOC(=O)Cc1csc(NC(=O)COc2ccc3c(C)cc(=O)oc3c2)n1	22%	-2%	0.4%	i	0%	-32%	-11%	-2.1	45µM*
Cc1nnc(NC(=O)c2ccc3c(c2)OCO3)s1	-6%	0%	2.2%	i	-28%	?	-9%	-3.2	4%
COc1ccc(/C=C2/SC(=S)N(c3ccc(S(=O)(=O)Nc4nccs4)cc3)C2=O)cc1	-11%	?	0.9%	i	?	?	5%	0.6	0%
CC1(C)Cc2ccccc2C2=C(C(=O)N3CCCCCC3)C(=O)C(=O)N21	16%	1%	3.5%	i	4%	0%	5%	-0.3	1%
O=C(CCn1c(=O)c2sccc2n(CC(=O)OCc2ccccc2)c1=O)NCc1ccco1	0%	1%	2.9%	i	-12%	11%	-22%	-2.5	1%
COc1ccc(CNC(=O)C(C(C)C)N2Cc3ccccc3C2=O)cc1 (stereo not given)	-3%	4%	-1.2%	.	-24%	-13%	-25%	.	.
O=C(O)C1CCN(C(=O)c2scc3c2OCCO3)CC1	1%	-3%	0.1%	i	2%	4%	-6%	0.3	1%
Cc1ccc(C(=O)NCCc2ccc(F)cc2)s1	5%	0%	-0.8%	i	-10%	?	-1%	-8.7	1%
O=C1S/C(=C\C=C\c2ccco2)C(=O)N1c1ccccc1	-9%	-11%	8.9µM*	i	?	1%	-15%	-1.1	1%
CCN(CC)S(=O)(=O)c1cccc(C(=O)Nc2cc(C)on2)c1	-5%	1%	0.6%	i	3%	5%	2%	0.1	-1%
c1nc(N2CCC3(CC2)OCCO3)c2c3c(sc2n1)CCCC3	-9%	8%	-0.3%	i	0%	.	-9%	-0.9	-6%
CCCCOc1ccc(C2c3c(oc4ccc(C)cc4c3=O)C(=O)N2CCCN(C)C)cc1OCC (stereo not given)	-20%	1%	0.4%	.	-15%	16%	0%	.	.
Clc1ccc(/C=C/c2nc(Cl)c(-c3ccc(Cl)cc3)c(Cl)n2)cc1	-16%	22%	-0.9%	i	2%	3%	-12%	-1.3	-2%
CN(C)S(=O)(=O)c1cccc(C(=O)OCC(=O)Nc2sccc2C#N)c1	-2%	8%	-0.1%	i	10%	?	-17%	-1.0	3%
COc1ccc(NC(=S)N2CCN(S(=O)(=O)c3ccccc3)CC2)cc1OC	-2%	-9%	0.3%	i	-3%	-13%	0%	2.2	-1%
O=C(CC(C(=O)N1CCc2ccccc21)n1ccnc1)NCc1ccccc1 (stereo not given)	7%	3%	0.2%	i	-10%	16%	-3%	-0.2	-2%
COc1nc(Oc2ccc(=O)n(-c3ccccc3)n2)nc(N(C)C)n1	2%	9%	-0.6%	.	-22%	9%	-34%	.	.
CC[C@]12c3[nH]c4ccccc4c3CCN1C(=O)C(CC(=O)NCc1ccco1)C[C@@H]2C(=O)N1CCN(C(=O)c2ccco2)CC1 (stereo not given in full)	3%	-1%	0.1%	i	-21%	-7%	-21%	-4.8	2%
CCOc1ccccc1C1NC(=O)NC(C)=C1C(=O)OCc1ccccc1 (stereo not given)	-11%	7%	4.7%	i	1%	4%	-12%	1.8	-3%
CCN(C[C@H]1N[C@@](C)(C(=O)OC)[C@H]2C(=O)N(Cc3ccccc3)C(=O)[C@@H]12)C(=O)NC(C)C	-4%	-1%	0.3%	i	-9%	17%	2%	-0.4	-1%
CC(Oc1ccc(C#N)cc1)C(=O)c1ccc(F)c(F)c1 (stereo not given)	-10%	4%	0.2%	i	4%	-11%	-9%	-0.8	0%
COc1ccc(NS(=O)(=O)c2cc(C(=O)NNC(=O)c3ccncc3)ccc2OC)c(OC)c1	5%	6%	0.3%	i	4%	-9%	2%	-2.4	-2%
Clc1ccc(Cn2ncc3c(NCc4cccnc4)ncnc32)cc1	17%	-8%	4.6%	.	?	?	-17%	-2.8	-2%
CCC(=O)Nc1cccc(NC(=O)CSc2nnc(C3CC3)n2C)c1	5%	-9%	2.8%	i	3%	14%	2%	0.4	-1%
CCOC(=O)N1CCN(C(=O)CCN2C(=O)/C(=C\c3ccc(OC)c(OC)c3)SC2=S)CC1	8%	.	-2.1%	i	0%	.	2%	-1.9	.
NC(=O)C1CCN(C(=O)c2ccc(C(F)(F)F)cc2)CC1	3%	-14%	-0.2%	i	26%	-15%	7%	-8.9	0%
CCOc1ccc(NC(=O)N2CC(C)OC(C)C2)cc1 (stereo not given)	-3%	1%	-0.4%	i	4%	-3%	-1%	2.4	-1%
COc1ccc(C(=O)COC(=O)CCN2C(=O)C3C4C=CC(C5CC45)C3C2=O)cc1 (stereo not given)	-10%	4%	-0.5%	i	3%	14%	0%	-1.5	-1%
O=C(CCN1CCN(C/C=C/c2ccccc2)CC1)Nc1ccccc1	4%	0%	-0.5%	i	42%[activator]	3%	-4%	-1.3	-1%
COC(=O)c1ccc(NC(=O)CN2CCN(S(=O)(=O)c3ccc(Br)cc3)CC2)cc1	-6%&11%	-3%&-7%	0.4%&0.8%	i	?	14%&27%	-1%&-5%	-0.9	3%
Cc1ccc(NCc2nnc(SCC(N)=O)n2CC2CCCO2)c(C)c1 (stereo not given)	18%	0%	-0.4%	i	-5%	26%	-27%	-0.7	-1%
CCOC(=O)c1c(NC(=O)CS(=O)(=O)c2ccc(C)cc2)sc2c1CCCCC2	-1%	1%	-0.3%	.	?	.	-31%	.	.
COC(=O)c1ccccc1NC(=O)N1CCC(N2CCN(Cc3ccc(F)cc3)C(=O)C2=O)CC1	1%	0%	4.0%	.	1%	.	2%	.	.
c1ccc(C(CN2CCOCC2)c2ccccc2)cc1	17%	-1%	-0.3%	.	18%	.	4%	-0.3	-1%
Cc1cc2c(s1)c1cnn(CC(=O)N3CCOCC3)c(=O)c1n2C	.	11%	.	.	-7%	4%	-7%	.	.
CC(=O)c1ccc(NC(=O)c2cn(C)c(=O)c3ccccc23)cc1	-12%&6%	2%	0.6%&6.1%	i	-4%&14%	-14%[9.27 µM]	-37%&1%	-3.5	.
COc1ccccc1-c1nnc(SCC(=O)O)n1C	-2%	-4%	2.8%	i	4%	12%	1%	-0.7	1%

Entries shown so far containing an NH in an aromatic ring (4):
SMILES	Abeta rescue	A549 viability	Nrf2 activator	pAkt inh	TGFb inhibitor	Nrf2 inh	HepG2 viability	CCT modulator	Mm-Cpn inhibitor
CCOC(=O)c1c(C)[nH]c(C)c1C(=O)COC(=O)c1cccnc1OCC	12%	7%	0.5%	i	8%	8%	4%	1.0	0%
COc1ccc(-n2c(SCC(=O)NCC3CCCO3)nc3c([nH]c4ccccc43)c2=O)cc1OC (stereo not given)	10%	-3%	0.0%	i	2%	-33%	-33%	0.6	-1%
CCCc1cc(=O)[nH]c(SCC(=O)Nc2sc(C(N)=O)c(C)c2C(=O)OCCOC)n1	-2%	-3%	-1.4%	i	-16%	5.2µM*	-61%	1.9	-2%
CC[C@]12c3[nH]c4ccccc4c3CCN1C(=O)C(CC(=O)NCc1ccco1)C[C@@H]2C(=O)N1CCN(C(=O)c2ccco2)CC1 (stereo not given in full)	3%	-1%	0.1%	i	-21%	-7%	-21%	-4.8	2%

Assay outcomes from PubChem BioAssay.
